# human PMI inhibitors: human PMI inhibitors, high substrate, primary screen, biochemical, fluorescence intensity, high mannose 6-phosphate (AID 1220); Mannose-6-phosphate isomerase (Homo sapiens); recombinant PMI enzyme, coupled fluorescence intensity; higher % means a stronger effect; one-dose inhibition, % at 20 µM; IC50 in µM for titrated hits; 190,000 tested, 0.66% active
# West Nile antiviral: West Nile virus antiviral activity, cell-based, CPE readout (AID 1621); West Nile virus-infected cells, CPE inhibition; higher % means a stronger effect; CPE inhibition, % at 10 µM; hits with a dose series show IC50 in µM; 290,000 tested, 0.02% active; in the data active = a potency from the dose series; inconclusive = CPE inhibition mostly from about 3.7% at the one dose, without a potency; inactive = the rest, 99 in 100 with CPE inhibition below about 2.2%; also: strong numbers were not always called active
# ER stress rescue: rescue of cells from ER stress-induced death, primary screen, 384-well, CSM14.1, thapsigargin, ATP luminescence (AID 1222); CSM14.1 thapsigargin-induced death rescue, ATP luminescence; higher % means a stronger effect; cellular ATP content (survival), % at 20 µM; hits with a dose series show EC50 in µM; 190,000 tested, under 10 active;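 active = EC50 below 50 µM in the dose-response confirmation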;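 also: death triggered by thapsigargin at about 15 µM added after 2 h compound pretreatment; cell ATP read after overnight thapsigargin exposure of roughly 18 to 22 hours; normalized against plate controls of thapsigargin alone and 5% DMSO vehicle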
# SV40 large T antigen: SV40 large T antigen inhibitors, biochemical (AID 1903). SV40 large T antigen ATPase/helicase inhibition assay; higher % means a stronger effect. inhibition, % at 20 µM; hits with a dose series show IC50 in µM. 310,000 tested, 0.39% active; in the data active = a potency from the dose series; inconclusive = inhibition mostly from about 32% at the one dose, without a potency; inactive = the rest, 99 in 100 with inhibition below about 32%; also: strong numbers were not always called active
# PMI inhibitors: inhibitors of human PMI, primary screen, biochemical, fluorescence intensity, coupled assay (AID 1209) | Mannose-6-phosphate isomerase (Homo sapiens) | purified PMI enzyme, coupled fluorescence intensity; higher % means a stronger effect | inhibition, % at 20 µM; hits with a dose series show IC50 in µM | 190,000 tested, 0.42% active;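 also: plate controls were DMSO vehicle for no effect and wells lacking substrate for full effect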
# TNAP activation fold: human TNAP enzyme activators, primary screen, biochemical, luminescent, no phosphate acceptor, uHTS (AID 1001); Alkaline phosphatase, tissue-nonspecific isozyme (Homo sapiens); purified TNAP, luminescent activation assay, no phosphate acceptor; higher activation fold means a stronger effect; activation fold at 20 µM, or EC50 in µM where a hit was titrated; 200,000 tested, 0.03% active; in the data active = activation fold from about 3, or a potency from the dose series; inactive = the rest, 99 in 100 with activation fold below about 1.6; also: many of its hits are not listed in these tables
# Ins promoter up: insulin promoter activators in MIN6 cells, imaging, high-content screening, mouse beta cells. z-score at 5 µM. MIN6 insulin promoter-GFP reporter; stronger effect = higher value. 190,000 tested, 0.3% active;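 active = z-score above 3 at 5 µM with at least 500 cells counted in the well; inconclusive = wells under 500 cells, flagged as cytotoxic or low count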
# RSV antiviral HEp-2: RSV antiviral activity via CPE protection, HEp-2 cells, primary 10 µM value included (AID 2391); 310,000 tested, 0.13% active; CPE inhibition, % at 10 µM; hits with a dose series show IC50 in µM; HEp-2 cells, RSV-induced CPE inhibition; higher % means a stronger effect; in the data active = a potency from the dose series; inconclusive = CPE inhibition mostly from about 23% at the one dose, without a potency; inactive = the rest, 99 in 100 with CPE inhibition below about 21%; also: strong numbers were not always called active
# Salmonella PhoP GFP: inhibitors of PhoP regulon expression, primary screen, Salmonella Typhimurium, GFP reporter (AID 1863) | S. Typhimurium PhoP-regulated promoter GFP reporter, 4 h; higher % means a stronger effect | 300,000 tested, 0.16% active | inhibition, % at 50 µM, or IC50 in µM where a hit was titrated;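 active = inhibition over 29.93%, a cutoff 3 SD above the screen mean, later confirmed by dose response; inconclusive = inhibition over 29.93% but no dose response follow-up; inactive = inhibition at most 29.93% or unconfirmed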;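 also: 0% = low Mg2+ inducing control and 100% = high Mg2+ repressing control; strong numbers were not always called active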
# Ins promoter up cell count: also measured in Ins promoter up; calls as there; cell count; measured here: cytotoxicity, nuclei count;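 total cells summed across four imaged fields per well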
# The depositor's hits bear a star; ? = inconclusive; · = no result given. Rule as the data show it, unless noted: active = inhibition above about 50%; inactive = the rest. Rows were taken by chance, and some 1.5% of all compounds hit somewhere here.
# Values in the order: human PMI inhibitors	West Nile antiviral	ER stress rescue	SV40 large T antigen	PMI inhibitors	TNAP activation fold	Ins promoter up	Ins promoter up cell count	RSV antiviral HEp-2	Salmonella PhoP GFP
COC(=O)c1ccc(NC(=O)CSc2nc3cccnc3n2C)cc1
  -2.4%	-0.1%	-1.3%	10.2%	-13.4%	1	-4.12	843	12.3%	1.0%
COc1cc2c(cc1OC)C(C)N(C(=S)Nc1ccccc1)CC2 (stereo not given)
  -7.4%	-0.3%	1.3%	-2.6%	3.2%	1.1	-0.35	1395	3.1%	-2.3%
CC(=O)Nc1cccc(NC(=O)C2CCCN2C(=O)Nc2cccc(C)c2)c1 (stereo not given)
  -4.9%	0.1%	-2.2%	8.2%	-2.1%	1.1	-0.71	1235	2.5%	0.3%
Cc1cccc(-c2nc(NCCCN(C)C)c3ccccc3n2)c1
  ·	0.1%	·	10.9%	·	·	·	·	-1.3%	-7.0%
O=c1c2ccccc2oc2nc(-c3ccco3)n(CCc3ccccc3)c(=O)c12
  7.0%	·	2.4%	·	-2.6%	1.3	-0.16	1246	·	·
Cc1cc(C)nc(NC(=O)c2csnn2)c1
  -2.9%	0.0%	-0.3%	8.8%	-0.9%	1.1	-0.03	1236	-0.2%	-2.0%
O=C(NCCC1=CCCCC1)c1cccc2c1C(=O)N(C1CCCCC1)C2
  14.7%	-0.8%	·	6.2%	12.6%	1.1	-0.49	1310	4.2%	7.5%
Cc1cc(C)cc(C(=O)NC(CC(N)=O)c2ccc(N3CCN(c4ccccn4)CC3)c([N+](=O)[O-])c2)c1 (stereo not given)
  ·	-0.4%	·	1.5%	·	·	·	·	-2.3%	7.2%
O=C(O)/C=C/c1coc2ccc(F)cc2c1=O
  -16.4%	-0.1%	-2.9%	9.2%	-21.9%	1.2	?	·	2.0%	-29.1%
COc1cc(/C=N/NC(=S)NCCc2ccccc2)cc(OC)c1OC
  ·	1.1%	·	15.6%	·	·	·	·	12.4%	0.0%
Cc1nc([N+](=O)[O-])c(N2CCN(Cc3ccccc3)CC2)n1Cc1ccccc1
  -1.1%	-0.6%	0.4%	5.6%	-1.0%	1.1	-3.12	1077	-0.1%	-15.9%
CC(=O)Oc1ccc(/C=N/NC(=O)C2CCCN2S(=O)(=O)c2ccc(Cl)cc2)cc1 (stereo not given)
  0.7%	0.2%	-1.1%	24.3%	3.3%	1.2	-0.16	869	3.0%	-3.1%
CCCCc1c(O)nc(SCC(=O)Nc2ccc3c(c2)CCC3)[nH]c1=O
  1.3%	0.0%	0.1%	17.0%	-1.0%	1.1	0.1	1170	1.9%	-6.2%
COc1ccc(OC)c(S(=O)(=O)N(C(C)=O)c2ccc3oc(=O)sc3c2)c1
  -1.0%	-0.9%	-1.5%	33.6%	-6.7%	0.8	0.94	1213	-0.8%	1.4%
C=CCNC(=S)NNC(=O)c1cccn(Cc2ccc(Cl)cc2Cl)c1=O
  -10.6%	-0.9%	-0.4%	4.7%	-8.8%	1.1	0.3	1596	?	10.6%
CCN(CC(=O)N1CCC(C(N)=O)CC1)S(=O)(=O)c1ccc(Cl)cc1
  ·	0.2%	·	-2.2%	·	·	·	·	0.1%	-2.8%
CC(=O)NC(=O)NC1OC(=O)C(Cl)=C1Cl (stereo not given)
  -16.3%	0.9%	-1.2%	10.6%	-9.4%	1.1	0.44	1359	1.2%	-9.4%
CCc1ccc(C(=O)NNc2ccccc2F)cc1
  ·	-0.1%	·	-1.1%	·	·	-0.01	1220	-0.6%	-12.5%
COc1cc2c(cc1OC)-c1cc(Nc3ccccc3Br)nc(=O)n1CC2
  ·	-0.5%	·	17.0%	·	·	·	·	6.6%	-2.8%
CCCCNC(=S)N(C)/N=C/c1sc(N2CCCCC2)nc1-c1cccs1
  13.5%	-1.8%	4.4%	1.2%	6.8%	1	-0.02	1338	7.0%	11.3%
COC(=O)CCC(=O)NNC(=O)c1ccc(Br)cc1
  -7.2%	-0.1%	-1.8%	2.2%	-10.2%	1	-0.34	1238	2.2%	10.0%
O=c1cc(CSc2n[nH]c(=O)n2C2CC2)c2ccc(O)cc2o1
  ·	0.5%	·	15.7%	·	·	-0.22	1042	·	-11.0%
CCN(CC)CCn1c(=S)[nH]c2ccc(Br)cc2c1=O
  4.5%	-0.5%	-1.2%	-4.0%	6.5%	1	0.34	1150	-1.3%	-2.6%
Cc1cc(Oc2ccc(=O)n(C)n2)nc(=S)[nH]1
  6.9%	0.4%	1.3%	2.3%	10.5%	1	0.08	1416	-0.3%	-7.1%
COC(=O)COc1cccc(NC(=O)c2cccs2)c1
  4.8%	0.1%	-2.3%	2.2%	15.0%	1	0.73	1228	0.8%	4.4%
COc1ccc(O)c(CN2CCN(CCCc3ccccc3)C(CCO)C2)c1 (stereo not given)
  ·	-1.1%	·	-2.5%	·	·	·	·	0.6%	10.5%
CCn1c(-c2ccccc2Cl)nn(CC(=O)Nc2ccccc2OC)c1=S
  -1.7%	0.2%	1.5%	29.3%	1.0%	1.1	-0.15	1438	4.2%	-0.8%
O=c1cc(O)c2ccccc2[nH]1
  16.1%	0.7%	-0.2%	2.2%	7.9%	1.1	0.27	1237	2.1%	7.9%
CCCCC1=CC2=C(c3ccco3)C(=O)C(C)(OC(=O)c3ccc(OC)cc3)C(=O)C2=CN1CCN1CCOCC1 (stereo not given)
  ·	1.9%	·	15.0%	·	·	-1.08	1050	-0.1%	-6.1%
CN(Cc1ccccc1)C(=O)c1ccc(NC(=O)c2ccccc2)cc1
  ·	-0.9%	·	23.9%	·	·	·	·	2.9%	-5.5%

# Overlap with the part before: 5 compounds; new compounds follow.
mol | human PMI inhibitors | West Nile antiviral | ER stress rescue | SV40 large T antigen | PMI inhibitors | TNAP activation fold | Ins promoter up | Ins promoter up cell count | RSV antiviral HEp-2 | Salmonella PhoP GFP
COc1ccc(O)c(CN2CCN(CCCc3ccccc3)C(CCO)C2)c1 (stereo not given) | · | -1.1% | · | -2.5% | · | · | · | · | 0.6% | 10.5%
CCn1c(-c2ccccc2Cl)nn(CC(=O)Nc2ccccc2OC)c1=S | -1.7% | 0.2% | 1.5% | 29.3% | 1.0% | 1.1 | -0.15 | 1438 | 4.2% | -0.8%
O=c1cc(O)c2ccccc2[nH]1 | 16.1% | 0.7% | -0.2% | 2.2% | 7.9% | 1.1 | 0.27 | 1237 | 2.1% | 7.9%
CCCCC1=CC2=C(c3ccco3)C(=O)C(C)(OC(=O)c3ccc(OC)cc3)C(=O)C2=CN1CCN1CCOCC1 (stereo not given) | · | 1.9% | · | 15.0% | · | · | -1.08 | 1050 | -0.1% | -6.1%
CN(Cc1ccccc1)C(=O)c1ccc(NC(=O)c2ccccc2)cc1 | · | -0.9% | · | 23.9% | · | · | · | · | 2.9% | -5.5%
CCCn1c(=O)c(C(=O)NCCc2ccc(OC)c(OC)c2)c(O)c2ccccc21 | · | -0.8% | · | -0.4% | · | · | · | · | 10.7% | 11.3%
CCC(C)(C)n1nnnc1C(c1ccc(O)c(OC)c1)N1CCc2ccccc2C1 (stereo not given) | 27.8% | -0.4% | -0.7% | 10.8% | 19.7% | 1 | -0.06 | 1612 | 1.8% | -4.9%
COc1cc(/C=C2\N=C(c3c(-c4ccccc4)noc3C)OC2=O)ccc1OC(C)=O | -0.1% | -0.5% | -1.0% | 6.8% | -8.1% | 1 | 0.87 | 1171 | 2.2% | 5.7%
COc1cc(CNCCO)cc(Cl)c1OCc1ccc(Cl)cc1Cl | 11.9% | -2.0% | -3.7% | 2.6% | 18.7% | 1 | · | · | -4.8% | 12.5%
O=C(Nc1sc2c(c1C(=O)O)CCCCC2)c1cccs1 | -1.9% | -0.2% | -4.3% | 8.6% | -0.8% | 1 | -0.86 | 1149 | 2.8% | -10.6%
CC(=O)Nc1ccc(OCC(=O)NCc2ccc(C)cc2)cc1 | 1.9% | -0.6% | 1.4% | 17.0% | -3.2% | 1 | -0.85 | 1230 | -0.4% | 5.9%
O=C(NC1CC1)c1cc(OCC(F)(F)F)ccc1OCC(F)(F)F | 2.0% | -0.7% | 0.6% | 4.1% | -1.0% | 1 | 0.2 | 1541 | 2.6% | -5.3%
COc1ccc(N2CS(=O)(=O)/C(=C/N(C)C)C2=O)cc1 | -3.2% | -0.7% | -1.4% | -1.3% | -6.6% | 1 | 0.97 | 1513 | 1.4% | -4.1%

# The results go on.
mol | human PMI inhibitors | West Nile antiviral | ER stress rescue | SV40 large T antigen | PMI inhibitors | TNAP activation fold | Ins promoter up | Ins promoter up cell count | RSV antiviral HEp-2 | Salmonella PhoP GFP
OCCC1CN(Cc2cccc(F)c2F)CCN1CCc1ccccc1 (stereo not given) | · | -1.0% | · | 5.1% | · | · | · | · | -0.6% | 4.3%
C=Cc1ccc(N=Cc2c(O)ccc3ccccc23)cc1 | · | -0.5% | · | -18.3% | · | · | · | · | 0.8% | 12.0%
CCN(Cc1nc(-c2ccccc2)no1)C(=O)c1ccoc1C | · | -0.1% | · | 8.2% | · | · | · | · | 2.1% | 0.0%
Cc1ccc(CNC(=O)c2cnc3ccccc3n2)cc1 | · | -0.3% | · | 11.8% | · | · | · | · | 9.5% | -5.0%
O=C(NC1CCCC1)C1CC1c1ccccc1 (stereo not given) | -8.1% | -0.2% | 2.4% | 17.2% | -18.8% | 1 | -0.45 | 1514 | -0.4% | -14.9%
CNc1ccc(/C=C(\CCC(=O)O)c2nc3ccccc3s2)cc1[N+](=O)[O-] | 9.5% | -0.1% | -2.0% | 9.6% | 8.1% | 0.9 | -0.26 | 1381 | 6.1% | -3.7%
COc1ccc(-n2c(-c3ccccc3)c[n+]3c2CCC3)cc1 | · | 1.2% | · | 8.2% | · | · | ? | · | 3.8% | 5.0%
OC(COc1ccc(Cl)cc1)CN1C2=NCCCN2c2ccccc21 (stereo not given) | 11.4% | 0.0% | -2.7% | -4.8% | 13.4% | 1.1 | -1.95 | 1334 | 0.1% | 10.7%
CCc1ccccc1NC(=O)CSc1nnc([C@@H](N)Cc2ccccc2)o1 | 2.1% | · | 2.0% | 10.4% | -1.1% | 1.3 | · | · | 0.6% | 1.6%
COc1cccc(N=Nc2c(N)[nH][nH]c2=O)c1 | 7.9% | 0.4% | -1.6% | 19.9% | 3.3% | 1.1 | 0.38 | 1166 | ? | 8.6%

# Compound activity as filed in PubChem BioAssay.
